# IDE inh = inhibitors of human insulin-degrading enzyme in cells; P14735; HEK cells, FAbetaB cleavage, fluorescence polarization; inhibition, % at 5.59 µM; hit rate 0.41% among 320,000; AID 434962;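 active = percent inhibition above the average of all tested compounds plus 3 SD, set per screening campaign, cut at about 16% in these data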;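 note: IDE supplied by intact live HEK cells; FP after avidin binding of uncleaved biotin substrate so inhibition keeps polarization high; 0% = DMSO wells and 100% = 60 µM reference IDE inhibitor Ii1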
# IDE act = boosts human insulin-degrading enzyme activity in HEK cells. AID 493087. hit rate 0.073% among 340,000. activation, % at 5.96 µM. P14735. FAbeta-B cleavage, fluorescence polarization; 0% vehicle, 100% cell-free pure enzyme wells;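 active = activation above the mean of all tested compounds plus 3 SD, set per screening campaign, cut at about 17% in these data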
# MEKK2mut PB1 HTS = signal of MEK5 binding to mutant human MEKK2 PB1 domain; bead flow cytometry, Alexa488-MEK5 binding to MEKK2 mutant; percent response, % at 10 µM; hit rate 0.35% among 290,000; in the data active = percent response above about 24%, passing the limit was not always enough; note: inactives centre near 1; some results filed as inactive read as strong as hits; reference of the scale not given here
# UBC9 SUMO inh = SUMOylation inhibition | P63279 | HTRF SUMOylation assay, SAE1/SAE2 + UBC9, in vitro | inhibition, % at 35 µM | hit rate 0.36% among 290,000; in the data active = inhibition above about 50%, passing the limit was not always enough; note: strong numbers were not always called active
# p-CIP stab down = compounds decreasing mouse p/CIP protein stability; AID 1984; decrease of EGFP signal, % at 10 µM; F442A p/CIP-EGFP cells, EGFP fluorescence, 16 h; hit rate 0.01% among 290,000;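 active = EGFP signal decrease of at least 30% at 10 µM or well 3 SD below plate mean, unless failing retest; inactive = the rest, including hits failing retest or dose response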; note: some compounds called inactive have numbers as strong as hits; many of its hits are not listed in these tables
# Target sequence (Q05BA5 1-1403): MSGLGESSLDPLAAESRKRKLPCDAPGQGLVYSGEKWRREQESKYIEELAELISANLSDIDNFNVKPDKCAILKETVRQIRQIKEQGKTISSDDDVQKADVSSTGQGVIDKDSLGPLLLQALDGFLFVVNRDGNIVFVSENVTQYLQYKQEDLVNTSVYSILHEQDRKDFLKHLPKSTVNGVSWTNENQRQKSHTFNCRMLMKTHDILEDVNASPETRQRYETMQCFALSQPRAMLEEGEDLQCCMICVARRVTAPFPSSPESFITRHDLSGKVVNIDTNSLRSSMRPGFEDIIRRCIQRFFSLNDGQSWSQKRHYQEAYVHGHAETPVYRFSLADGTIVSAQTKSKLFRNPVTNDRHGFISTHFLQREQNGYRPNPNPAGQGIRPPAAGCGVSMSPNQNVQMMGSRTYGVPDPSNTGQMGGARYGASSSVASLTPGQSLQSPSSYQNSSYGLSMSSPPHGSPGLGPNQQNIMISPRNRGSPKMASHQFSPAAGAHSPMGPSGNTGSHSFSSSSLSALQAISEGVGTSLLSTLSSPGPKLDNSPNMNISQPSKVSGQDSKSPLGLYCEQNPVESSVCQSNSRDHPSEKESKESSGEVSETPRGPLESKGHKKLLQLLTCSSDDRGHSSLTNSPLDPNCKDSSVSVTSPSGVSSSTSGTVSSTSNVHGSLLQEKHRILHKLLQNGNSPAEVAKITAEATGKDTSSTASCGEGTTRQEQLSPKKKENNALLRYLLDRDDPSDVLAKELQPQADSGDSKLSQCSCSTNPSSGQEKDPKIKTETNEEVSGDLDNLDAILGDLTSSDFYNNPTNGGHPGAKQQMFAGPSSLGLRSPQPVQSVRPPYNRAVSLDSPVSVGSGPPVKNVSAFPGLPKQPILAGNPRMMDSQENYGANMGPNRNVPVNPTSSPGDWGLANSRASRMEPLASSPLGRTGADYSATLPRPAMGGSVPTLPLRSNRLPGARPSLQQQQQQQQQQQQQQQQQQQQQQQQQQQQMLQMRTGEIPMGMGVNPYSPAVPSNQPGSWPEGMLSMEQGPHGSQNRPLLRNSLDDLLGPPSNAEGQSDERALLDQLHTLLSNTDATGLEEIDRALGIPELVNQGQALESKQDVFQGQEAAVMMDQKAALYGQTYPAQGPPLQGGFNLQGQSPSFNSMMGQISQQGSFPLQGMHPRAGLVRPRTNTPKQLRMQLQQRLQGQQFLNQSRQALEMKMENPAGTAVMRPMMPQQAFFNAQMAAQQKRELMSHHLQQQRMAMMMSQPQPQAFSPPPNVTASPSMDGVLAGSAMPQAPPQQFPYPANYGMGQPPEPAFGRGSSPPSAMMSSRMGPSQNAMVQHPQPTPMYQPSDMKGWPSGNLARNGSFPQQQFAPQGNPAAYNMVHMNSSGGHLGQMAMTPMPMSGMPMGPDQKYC
# M18AAP inhibitor = PfM18AAP enzyme inhibition. recombinant PfM18AAP, H-Glu-NHMec fluorogenic cleavage. inhibition, % at 7.35 µM. hit rate 1.2% among 290,000. AID 1822;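 active = inhibition above the campaign mean inhibition over all tested compounds plus 3 SD, cut at about 28% in these data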;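 note: 0% = plate median of test compound wells and 100% = 2 mM ZnCl2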
# MEKK2 WT-MEK5 = raises or lowers MEK5 binding to wildtype human MEKK2 PB1 domain; binding response (% of control), % at 10 µM; AID 1531; bead flow cytometry, Alexa488-MEK5 binding to MEKK2 WT; actives lie on both sides; hit rate 1.1% among 290,000; Q9Y2U5; in the data active = binding response below about 67% or above about 130%
# NALP1 inh = inhibitors of NALP1 inflammasome in yeast; inhibition, % at 10 µM; S. cerevisiae NALP1/ASC/caspase-1 growth, X-gal OD620, 72 h; hit rate 0.61% among 280,000; in the data active = inhibition mostly above about 24%, no sharp cut-off; inactive = mostly below about 32%; note: some compounds called inactive have numbers as strong as hits
# MEKK3 PB1 HTS = MEKK3-MEK5 PB1 interaction, increase or decrease; Q99759; bead-based flow cytometry, Alexa488-MEK5 binding to MEKK3; actives lie on both sides; 0 = blocked by unlabeled MEK5, 100 = vehicle; binding response (% of control), % at 10 µM; hit rate 1.4% among 290,000; AID 1529;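 active = binding response more than 3 SD above or below the average of its plate-row segment, actives on both sides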;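 note: Alexa488 bead fluorescence after subtracting the streptavidin-only scavenger bead signal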
# * hit, by the source's call; / = no result given; [ ] = another dose, or the depositor's remark. An excerpt (hit frequency here may not be typical).
SMILES,IDE inh,IDE act,MEKK2mut PB1 HTS,UBC9 SUMO inh,p-CIP stab down,M18AAP inhibitor,MEKK2 WT-MEK5,NALP1 inh,MEKK3 PB1 HTS
O=[N+]([O-])c1cccc(N/N=C/c2cc([N+](=O)[O-])ccc2O)c1,1,4,5,5,0,6,115,-4,139*
Cc1ccc(OCCCNC2CCCC2)cc1,0,1,35,-10,-4,-8,124,35,106
CN(c1ccc(C(=O)NCc2ccncc2)cc1)S(C)(=O)=O,6,3,13,7,-13,-1,104,8,109
COC(=O)C(C(=O)OC)c1ccc(N)cc1,5,-1,-5,-3,8,1,95,7,95
CC1CCCCC1n1c(=S)[nH]c2ccccc2c1=O (stereo not given),2,0,4,-18,-13,-6,94,4,95
CCc1c(C2(O)CCCCC2)[nH]c2ccc(C(F)(F)F)cc12,-3,9,-2,-26,8,-1,91,19,102
COc1ccc(N(CC(=O)NC2CC2)S(=O)(=O)c2ccccc2)cc1,-2,2,5,15,3,-4,109,-18,101
O=C(c1sc2cccc(Cl)c2c1Cl)N1CCN(CCc2ccccn2)CC1,7,0,7,1,6,9,102,-11,100
Cc1nc2ccccn2c1C(=O)CSc1ccc(Cl)cc1Cl,-1,-3,-1,5,-15,0,103,1,102
CC(C)OCCCNC(=O)Cn1ncc2c(=O)oc3ccccc3c21,2,-5,6,23,-11,6,106,20,105
CCOc1ccc(C2=CS/C(=C(\C#N)c3nnc4n3CCCCC4)N2CC)cc1,0,-13,-9,-12,5,19,84,11,86
CCN1CCN(CCCNC(=O)c2ccc(NC(=O)C3=CSCCO3)cc2)CC1,-4,6,1,-1,-16,-4,103,26,98
Cn1cc(C(=O)N/N=C/c2ccc3c(c2)OCO3)c2ccccc21,1,-4,4,-1,-6,-33,103,-12,105
CCOc1ccc(C(=O)Nc2ccc(Cl)cn2)cc1Cl,-2,1,-1,8,12,3,101,1,100
CC1C/C(=N/Nc2nc3ccccc3[nH]2)CC(C)(C)C1 (stereo not given),-5,-1,2,-25,-1,14,111,37,103
CCOc1c2ccc(C(=O)NCc3ccc(OC)cc3)cc2nn1CCOC,6,2,3,29,-9,-13,108,7,106
COC(=O)c1ccc(OC(=O)c2ccccc2F)cc1,-2,/,-1,-7,11,13,101,18,104
O=C1CCC/C(=N\NC(=O)NC2CCCCC2)C1,-3,2,8,6,-10,13,106,-2,105
CC(C)(C)NC(=O)c1cccc2c1-c1ccccc1C2=O,-7,1,-2,2,1,10,96,26,97
Cc1ccc(S(=O)(=O)N(CC(O)CN2C(=O)NC(C)(C)C2=O)c2ccccc2)cc1 (stereo not given),1,-8,-1,-11,-1,3,101,1,102
COc1ccccc1-c1cc2nc(C)cc(C)n2n1,-3,/,-20,11,6,-2,86,10,90
CC(=O)N1CC(C)Oc2ccc(S(=O)(=O)NC(CC(=O)O)c3ccccc3)cc21 (stereo not given),4,1,2,-7,3,-4,103,20,101
COc1cccc(CNS(=O)(=O)c2c(C(=O)N3CCCC3)c(C)n(C)c2C)c1,-1,2,0,4,-1,-6,99,17,100
CCOC(=O)CSc1nnc(-c2cccnc2)o1,4,3,-3,-37,4,5,102,6,71
COc1ccc(N=Cc2c(O)cc(C)oc2=O)cc1,9,5,-2,4,5,6,104,16,108
COCC(=O)Nc1cc(OC)ccc1OC,-4,-4,-2,22,-5,-5,97,11,93
CC1CCN(C(=S)NC2CCCCC2)CC1,10,4,-1,10,-9,-3,95,31,90
COc1ccc(CN(C)CC(=O)N2CCc3ccccc3C2)cc1,6,4,-1,7,5,-6,97,11,98
C=CCN(CC=C)C(=S)NC(=O)/C=C/c1ccccc1,-2,-4,4,24,-4,0,104,-5,104
Cc1ccc(C(=O)Nc2cc(C)c(OCC(=O)N3CCOCC3)c(C)c2)cc1,4,-2,4,-4,6,-11,101,11,98
CCOc1ccc(-n2nnnc2-c2nc3ccccc3s2)cc1,-6,6,-3,-10,-6,8,93,38,89
Cn1cc(CN2CCCCC2CO)c(-c2ccc(Oc3ccccc3)cc2)n1 (stereo not given),1,3,7,9,-1,-1,114,-1,101
CCN(Cc1ccccc1)c1ccc(/C=N/NS(=O)(=O)c2ccc(C)c([N+](=O)[O-])c2)cc1,3,1,0,-8,4,2,109,24,126
Cc1cc(N(C)/N=C/c2ccccc2O)nc(-c2ccccc2O)n1,2,6,0,2,3,5,106,-1,116
O=C(CNCC1CCCCC1)Nc1ccc(N2CCCCC2)cc1,-2,/,0,7,-3,6,108,13,102
COc1ccc(-c2nc(-c3cccnc3)no2)cc1,0,6,10,24,-16,-14,102,/,106
O=C(NCc1ccccc1)NC1CC2CCC(C1)N2Cc1ccco1 (stereo not given),-2,4,1,16,-8,-10,102,-3,96
CCC/C(=N\NC(=O)C1CC1)c1ccc(Br)cc1,4,1,14,21,-1,-5,113,11,108
O=C(CN1C(=O)C2CCCCC2C1=O)Nc1ccc(S(=O)(=O)Nc2ncccn2)cc1 (stereo not given),2,8,-1,14,-11,0,94,-11,100
C=CCn1c(O)c(N=NC(=O)c2ccc3c(c2)OCO3)c2ccccc21,1,2,2,15,-12,2,107,6,110
O=CN(CCN(C=O)CN1CCCCC1)CN1CCCCC1,0,6,7,30,-6,6,106,18,103
Cc1ccccc1CNC(=O)CCCn1ncn2c(cc3occc32)c1=O,7,-3,-2,6,8,13,98,13,100
Cc1ccc(Cl)cc1NC(=O)C1CC1c1ccccc1 (stereo not given),-1,6,0,-3,-5,-6,99,25,104
O=C(COc1cc2oc(=O)c3c(c2cc1Cl)CCC3)NCCCN1CCOCC1,9,3,6,10,6,6,100,3,101
COc1ccc(CCC(=O)Nc2cc([N+](=O)[O-])ccc2OC)cc1,-8,2,-1,-6,-12,-13,98,19,102
C=CCOc1cccc(CNn2cn[nH]c2=S)c1,-5,1,/,-9,-3,-4,/,7,/
Cc1ccc2nc(-c3ccco3)c(Nc3ccccc3)n2c1,1,5,-2,11,2,3,88,25,89
CCOc1cccc(C2C(C(=O)c3ccc(C)o3)=C(O)C(=O)N2Cc2ccccc2)c1 (stereo not given),/,-2,0,2,2,9,104,-4,103
CC(NCc1ccc(S(N)(=O)=O)cc1)C(=O)Nc1cc([N+](=O)[O-])ccc1Cl (stereo not given),-5,7,-5,17,2,1,98,2,101
COc1ccccc1/C=C1\SC(=S)N(CCC(=O)NCCCn2ccnc2)C1=O,5,-1,8,/,-18,-2,107,-15,103

# In another format: five of the compounds above.
# Order of results: IDE inh | IDE act | MEKK2mut PB1 HTS | UBC9 SUMO inh | p-CIP stab down | M18AAP inhibitor | MEKK2 WT-MEK5 | NALP1 inh | MEKK3 PB1 HTS
C=CCOc1cccc(CNn2cn[nH]c2=S)c1
    -5 | 1 | / | -9 | -3 | -4 | / | 7 | /
Cc1ccc2nc(-c3ccco3)c(Nc3ccccc3)n2c1
    1 | 5 | -2 | 11 | 2 | 3 | 88 | 25 | 89
CCOc1cccc(C2C(C(=O)c3ccc(C)o3)=C(O)C(=O)N2Cc2ccccc2)c1 (stereo not given)
    / | -2 | 0 | 2 | 2 | 9 | 104 | -4 | 103
CC(NCc1ccc(S(N)(=O)=O)cc1)C(=O)Nc1cc([N+](=O)[O-])ccc1Cl (stereo not given)
    -5 | 7 | -5 | 17 | 2 | 1 | 98 | 2 | 101
COc1ccccc1/C=C1\SC(=S)N(CCC(=O)NCCCn2ccnc2)C1=O
    5 | -1 | 8 | / | -18 | -2 | 107 | -15 | 103

# (more compounds)
SMILES,IDE inh,IDE act,MEKK2mut PB1 HTS,UBC9 SUMO inh,p-CIP stab down,M18AAP inhibitor,MEKK2 WT-MEK5,NALP1 inh,MEKK3 PB1 HTS
O=[N+]([O-])c1cccnc1SCc1c(F)cccc1Cl,-3,0,-3,6,-2,3,95,8,100
O=C(COC(=O)c1ccccc1[N+](=O)[O-])Nc1cc(S(=O)(=O)N2CCOCC2)ccc1N1CCCC1,2,2,3,5,1,6,105,-11,103
COc1cc(NS(=O)(=O)c2ccc(N)cc2)ncn1,-1,/,-9,8,0,-8,82,-15,69
Cc1[nH]nc2c1C(C1CC=CCC1)C(C#N)=C(N)O2 (stereo not given),1,2,12,12,2,-3,110,-6,114
COc1ccc(CC(=O)Nc2c3c(nn2C(C)(C)C)CS(=O)(=O)C3)cc1,2,0,7,2,-3,-3,107,8,104
Cc1ccc(S(=O)(=O)c2nc(S(=O)(=O)c3ccc(C)cc3)c(N3CCN(CCO)CC3)s2)cc1,-2,5,7,9,-10,-2,103,-4,101
O=C(Nc1ccc(-c2ccccc2)cc1)c1ccc2c(c1)S(=O)(=O)c1ccccc1C2=O,3,-6,2,/,/,/,109,/,106
O=C(CN1CCN(c2ccccc2)CC1)Nc1ccncc1,2,2,4,-1,-19,-3,102,-18,103
CC(=O)c1ccc(NC(=O)C(C)OC(=O)c2ccc3c(c2)nc(C)n3-c2ccccc2)cc1 (stereo not given),5,3,0,-15,3,-5,98,30,100
O=C(NCCCN1CCOCC1)c1ccc2c(c1)N(Cc1ccccc1F)C(=O)c1ccccc1S2=O (stereo not given),-13,-7,2,26,-8,-5,100,11,103
CCOC(=O)C1=CCN(Cc2ccccc2)CC1,-1,8,1,11,-1,1,99,13,98
Cc1cccc(OCc2nc(C#N)c(N3CCCC3)o2)c1,1,1,0,22,-8,-9,99,1,100
O=C(Nc1nc2ccccc2n1CCN1CCCC1)c1ccc(Cl)cc1,-2,5,8,6,1,2,104,10,100
CC(C(=O)N1CCN(c2ccccc2)CC1)N1C(=O)C2CC=CCC2C1=O (stereo not given),2,6,2,-12,9,4,98,-7,96
NS(=O)(=O)c1ccc(CCNC(=O)COc2ccc3c4c(c(=O)oc3c2)CCC4)cc1,3,5,2,/,-9,-2,101,-7,103
CCOc1cc(C2Nc3ccccc3C(=O)N2c2ccccc2)c(Br)cc1OCC(=O)O (stereo not given),6,-1,-3,12,-3,0,94,-15,94
Cc1nc2ccccc2c2oc(C(=O)NCCN3CCN(C)CC3)cc12,-1,2,2,0,-2,3,95,10,95
Oc1c(/C=C/C=C/C=Nc2ccccc2)sc(=S)n1Cc1ccccc1,7,/,0,29,-4,8,/,5,21*[inhibitor]
COc1cccc(/C=C/C(=O)OCC(=O)Nc2ccc(Cl)cn2)c1,-4,0,-8,15,1,-13,89,0,96
O=C(CCSc1ccc(Cl)cc1)c1cccs1,12,7,-15,23,-4,8,92,31,83
O=C(CNc1ccc2ccccc2c1)N/N=C/c1cc2ccccc2nc1Cl,0,0,-7,88,4,5,105,17,100
COc1ccc(N2CCOCC2)c(NC(=O)c2cc3ccccc3o2)c1,2,5,-3,-9,3,3,96,19,101
COc1ccc(Cn2nnnc2C(c2cc3cc(C)ccc3[nH]c2=O)N2CCOCC2)cc1 (stereo not given),-1,-7,1,6,-9,5,104,5,101
c1ccc(-c2nc3cnccn3c2Nc2ccc3c(c2)OCCO3)cc1,7,1,-4,24,-6,3,94,10,98
O=C(c1ccco1)N(c1ccccn1)c1ccccn1,4,0,-1,22,-7,0,97,14,100
CCC(C)c1ccccc1N=Cc1ccc2c(c1)OCO2 (stereo not given),9,5,-3,-4,6,2,95,12,101
Cc1ccc(S(=O)(=O)N2CCCC2C(=O)O)s1 (stereo not given),-1,3,1,8,-8,-8,99,-10,99
COc1ccc(CNC(=O)C(c2ccco2)N(C(=O)c2csnn2)c2cccc(C)c2C)cc1 (stereo not given),0,2,4,-1,10,-2,100,10,100
COc1ccc(-n2c(SCC(=O)N3CCC(C(=O)O)CC3)nc3ccccc3c2=O)cc1OC,-1,0,-4,0,3,-1,97,-11,96
COc1ccc(NC(=O)c2ccc3c(c2)NC(=O)CS3)cc1S(=O)(=O)Nc1ccc(Br)cc1,5,1,0,-2,0,32*,112,6,124

# Screens (PubChem BioAssay)
